Bioassay records: PubChem BioAssay, several laboratories
PrPC TRFRET: cell surface PrPC inhibition, primary TR-FRET screen. P04156. TR-FRET read-out. inhibition, % at 13.8 µM. hit rate 0.43% among 370,000. AID 720596; in the data active means inhibition above about 24%; further: 0% = median of the test wells and 100% = reference compound wells
CCHFV vOTU inh: CCHFV vOTU protease inhibition. Pep-AMC fluorescence. inhibition, % at 11.5 µM. hit rate 0.55% among 370,000; in the data active means inhibition above about 30%; further: 0% = vehicle wells with enzyme and 100% = no enzyme wells
TcdB inh: TcdB glycohydrolase inhibition; TcdB glycohydrolase enzymatic assay, plate reader; inhibition, % at 9.99 µM; P18177; hit rate 0.24% among 350,000; in the data active means inhibition above about 10%
BoNT-A LC inh2: blocks Botulinum neurotoxin A light chain protease; multiplex microsphere protease substrate cleavage, flow cytometry; inhibition, % at 10 µM; hit rate 0.17% among 360,000; further: plate controls were buffer without enzyme for full effect and enzyme alone for no effect
FadD28 FP inh: blocks FadD28 binding to the bisubstrate probe. fluorescence polarization. inhibition, % at 12.5 µM. hit rate 0.22% among 360,000; in the data active means inhibition above about 8.5%, passing the limit was not always enough; inconclusive means no clear call, values can overlap the other calls
PfHsp40 yeast: compounds rescuing yeast from Plasmodium falciparum HSP40 toxicity | S. cerevisiae expressing PfHsp40, growth rescue, ATP luminescence | growth rescue, % at 12.5 µM | hit rate 0.68% among 340,000; in the data active means growth rescue above about 28%, passing the limit was not always enough; inconclusive means no clear call, values can overlap the other calls;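 further: yeast W303a lacking pdr1 and pdr3 grown in galactose medium; growth measured after three days at 30 °C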
Anthrax LF prot: inhibitors of Bacillus anthracis lethal factor protease; P15917; multiplex microsphere protease cleavage assay, LF; inhibition, % at 10 µM; hit rate 0.12% among 360,000; further: plate controls were buffer without enzyme for full effect and enzyme alone for no effect
Y pestis TopoI: inhibitors of Yersinia pestis topoisomerase I. Y. pestis Topo-I cleavage product accumulation, plate reader. activity, % at 10 µM. AID 504884. hit rate 0.064% among 360,000; in the data active means activity above about 50%, passing the limit was not always enough; inconclusive means no clear call, values can overlap the other calls; further: inactives centre near 2
BoNT F protease: blocks Botulinum neurotoxin F light chain protease. Multiplex microsphere protease cleavage assay, flow cytometry. inhibition, % at 10 µM. hit rate 0.22% among 360,000; in the data active means inhibition above about 35%, passing the limit was not always enough; inconclusive means no clear call, values can overlap the other calls; further: plate controls were buffer without enzyme for full effect and enzyme alone for no effect
Starred values were filed as active, the others as inactive; u = inconclusive; x = no result given; & = joins results of further samples. Unless noted, no stated cut-off is given here; in the data, active means inhibition above about 30%; inconclusive means no clear call, values can overlap the other calls; inactive means below that.

Order of values – PrPC TRFRET	CCHFV vOTU inh	TcdB inh	BoNT-A LC inh2	FadD28 FP inh	PfHsp40 yeast	Anthrax LF prot	Y pestis TopoI	BoNT F protease
1	CSC[C@H]1CN(c2ccc(Br)cc2)C(=O)[C@@H]1CC(=O)Nc1ccc(Br)cc1
  3	-5	1.1	-0.6	-3.4	x	-4	12	-2
2	COc1ccccc1OCCNC(=O)CNC(=O)c1ccc(C(C)(C)C)cc1
  0	17	0.2	x	-2.3	-0.3	x	11	x
3	Cc1ccc(N2C(=O)C(O)(C(F)(F)F)C3=C2CC(C)(C)CC3=O)cc1 (stereo not given)
  2	11	x	-0.1	0.4	0.3	2	5	-6
4	Cc1ccc(NC(=O)Cn2nnc(C(=O)NCc3cccs3)c2N)cc1Cl
  -3	18	1.0	0.3	-4.8	-1.3	2	-2	1
5	CCCc1sc(N)nc1-c1ccc(C)cc1
  -2	33*	x	-0.6	-2.2	0.3	3	-10	-2
6	Cc1c(C(=O)N2CCCCC2)c(S(=O)(=O)NCc2ccc(N(C)C)cc2)c(C)n1C
  2	4	-2.8	-0.1	0.5	-0.5	2	3	4
7	O=C(NC1CCCCC1)c1cccc(S(=O)(=O)N2CCCCC2)c1
  4	-5	-1.0	-0.3	-0.8	0.0	1	-7	4
8	CCC(c1nnc(SCC(=O)Nc2cccc(S(N)(=O)=O)c2)n1-c1ccc(OC)cc1)N(C)C (stereo not given)
  2	0	1.2	-1.0	0.3	-0.6	11	-10	-8
9	CCCCNC(=O)C1(N2C(=O)c3ccccc3C2=O)CCCC1
  4	5	1.7	-0.3	-0.6	x	2	9	2
10	Cc1ccc2nc(SCc3nnc(-c4cccs4)o3)[nH]c2c1
  15	-2	x	0.8	-3.6	-1.0	2	3	10
11	COc1ccc(S(=O)(=O)NCCCc2ccccc2)cc1
  9	6	-5.9	-1.7	-2.5	2.3	-4	-1	-17
12	CCN(CCn1cccn1)Cc1ccccc1OCC(O)CN1CCc2ccccc2C1 (stereo not given)
  -4	-9	1.2	-1.1	-1.4	1.2	3	22	-15
13	COc1ccc(/C=N/NC(=S)NCc2ccccc2)cc1OC
  -2	16	x	1.3	-3.4	4.1	-2	-7	22
14	Cc1ccc(NC(=O)Nc2cccnc2)cc1Cl
  0	-12	2.2	-4.1	-1.8	-0.5	-8	2	8
15	O=C(CSc1n[nH]c(-c2ccncc2)n1)Nc1ccccc1
  5	3	-0.7	-1.2	-1.0	-0.9	4	1	0
16	Cc1nn(-c2cccc([N+](=O)[O-])c2)c(N)c1-c1ccccc1
  -51	-5	1.6	0.5	1.1	2.1	3	7	-4
17	N#CC(C#N)=Cc1cccnc1
  2	-3	0.8	0.8	-3.7	-0.9	-5	0	1
18	Cc1ccc(/C=N/n2nnnc2N)cc1
  7	-3	-0.8	-0.1	-1.7	0.8	-8	-1	7
19	Cc1c(C(=O)NCCSCc2ccccc2Cl)cccc1[N+](=O)[O-]
  -9	1	x	-0.9	5.0	3.6	-1	4	-7
20	CC(C)(C)NS(=O)(=O)c1ccc(NC(=S)NC(=O)C2CCC2)cc1
  11	6	1.7	0.9	1.1	-0.8	-2	8	-2

Just CCHFV vOTU inh, for two of the compounds above:
| entry | compound | CCHFV vOTU inh |
| --- | --- | --- |
| 20 | CC(C)(C)NS(=O)(=O)c1ccc(NC(=S)NC(=O)C2CCC2)cc1 | 6 |
| 17 | N#CC(C#N)=Cc1cccnc1 | -3 |

Going on with the list.
Order of values – PrPC TRFRET	CCHFV vOTU inh	TcdB inh	BoNT-A LC inh2	FadD28 FP inh	PfHsp40 yeast	Anthrax LF prot	Y pestis TopoI	BoNT F protease
21	COC(=O)C1=C(Nc2ccc(OC)cc2)C=C(C)C(C(=O)OC)C1c1ccc(C)cc1 (stereo not given)
  1	-7	x	-0.5	-0.1	-0.5	-7	45	-11
22	COc1cc(C(=O)Nc2c(C(=O)O)[nH]c3ccc(Br)cc23)cc(OC)c1OC
  9	4	0.3	-2.7	u	1.1	2	7	4
23	COc1cccc2cccc(/C=N/n3cnnc3)c12
  3	-9	0.2	0.0	-0.7	-1.2	0	-3	0
24	C=CCn1c(SCC(=O)N(CCO)CCO)nc2sc3c(c2c1=O)CCC3
  -7	0	0.2	-2.3	0.2	0.4	-1	6	-20
25	CSc1snc(SCC(N)=O)c1C#N
  1	4	x	-0.2	-2.5	-0.6	3	-3	6
26	C=CCNC(=O)c1ccc(N(C)S(=O)(=O)c2ccc(OC)cc2)cc1
  0	-5	x	-1.5	0.9	-1.1	0	6	-4
27	O=c1n(Cc2ccccc2)c(O)c2n1Cc1ccccc1N=C2c1ccc(C(F)(F)F)cc1
  3	7	-1.1	-0.2	-2.7	x	7	x	-5
28	CCN1/C(=C2\OC(=S)N(C)C2=O)Sc2ccccc21
  -3	20	x	-0.4	1.2	-0.9	2	2	8
29	CCOC(=O)c1[nH]c2cc3c(cc2c1NC(=O)CN1CCN(CCO)CC1)OCO3
  -7	-98	1.6	x	-0.7	-0.1	x	3	x
30	CCN(CC)S(=O)(=O)c1ccc2c(c1)nc(SC(C)C(N)=O)n2-c1ccc(OC)cc1 (stereo not given)
  9	7	x	0.3	-2.0	-1.0	3	1	-7
31	CCOC(=O)c1c(NC(=O)Cn2nnc3ccccc32)sc2c1CCC(C)C2 (stereo not given)
  12	8	x	-0.5	-1.8	0.8	-3	41	0
32	Cc1cccc(CC(=O)N2CCN=C2SCc2ccc([N+](=O)[O-])cc2)c1
  -5	-6	1.0	0.2	-0.7	1.5	-1	2	-4
33	CC(=O)N1CCOCCOCCN(C(C)=O)CCOCCOCC1
  0	3	0.0	-0.4	-1.2	0.6	1	0	-1
34	COc1cc(C(=O)Nc2cc(Cl)ccc2-n2cncn2)ccc1OC(F)F
  -7	6	-2.6	-1.0	-0.4	-1.1	-3	2	-4
35	Cc1ccc(NC(=O)C(=O)NCCN2CCN(S(C)(=O)=O)CC2)cc1C
  0	-13	2.4	-0.1	-4.8	-0.8	-6	3	-2
36	N#C/C(=C\c1cccc(NC(=O)c2ccccc2Cl)c1)C(=O)NCCc1ccccc1
  -1	-8	0.8	0.2	-5.0	2.4	0	1	-4
37	CC(C)(NO)/C(=N/O)c1ccc(Br)cc1
  -4	-14	x	0.2	-2.5	0.5	0	-1	-15
38	CCOc1ccc(Cl)cc1S(=O)(=O)N1CCC(C(=O)NCC2CCCO2)CC1 (stereo not given)
  -3	-3	2.6	-0.1	-1.9	0.9	6	-9	-2
39	Cc1cccc(Oc2cc(N)cc([N+](=O)[O-])c2)c1
  -10	20	-1.4	0.9	-9.5	3.3	0	-1	-11
40	Cc1ccc2nc(SCC(=O)N3CCOCC3)[nH]c2c1
  1	-1	x	0.2	-2.6	0.4	-8	-6	8
41	CCCn1ncc(C(=O)NC2CCCN(Cc3ccc(Cl)cc3)C2)c1C (stereo not given)
  4	-3	0.6	-6.9	-3.4	1.3	-1	11	-10
42	O=C(c1ccco1)N1CCN(Cc2ccc(F)cc2Cl)CC1
  4	4	-0.3	-0.6	-4.0	-0.8	10	-12	6
43	Cc1ccc(S(=O)(=O)CCC(=O)Nc2nnc(-c3cccs3)o2)cc1
  2	-3	0.7	-2.3	0.4	-0.8	-4	7	-7
44	COC(=O)C1=C(C(=O)OC)[C@@H]2Nc3ccccc3[C@@]23C[C@@H](C(=O)OC)N(C(=O)c2cccs2)C3=N1
  7	-10	0.6	0.6	2.1	-1.1	3	-12	10
45	COC(=O)c1ccc(CNCC(=O)Nc2ccc(C(=O)OC)cc2)cc1
  2	-18	2.5	0.6	-2.0	-1.1	-3	-5	-4
46	COCCOc1ccc(C(F)(F)F)cc1NC(=O)Cc1ccc(S(=O)(=O)N2CCOCC2)s1
  -2	3	0.0	3.1	-4.5	0.7	0	-11	5
47	Cc1onc(-c2c(Cl)cccc2Cl)c1C(=O)N[C@@H]1C(=O)N2[C@@H]1SC(C)(C)[C@@H]2C(=O)O
  6&0	17&6	-5.3&0.5	-0.5&-1.8	-0.6&-0.8	1.2&1.2	2&-10	7&0	4&8
48	Cc1cccc(NC(=O)c2sc3nc(N4CCOCC4)c4c(c3c2N)CCCC4)c1
  6	3	0.2	1.1	3.9	1.4	0	5	-2
49	CCCc1cc(=O)n2[nH]c(NCc3cccs3)nc2n1
  2	-14	x	0.5	-0.7	0.1	8	0	8
50	O=C1Nc2ccccc2C1(O)Cc1ccncc1 (stereo not given)
  -4	10	x	0.1	-3.2	-0.5	-2	0	-3
51	O=C(COC(=O)c1ccccc1F)NNC(=O)c1ccccc1
  -3	9	0.9	x	0.1	1.3	x	-1	x
52	CCCCc1ccc(S(=O)(=O)Nc2cc(C)on2)cc1
  -1	-2	x	-1.7	-16	5.6	-3	-7	-10
53	Cc1ccc(OCC(=O)N2C(C)CCCC2C)c([N+](=O)[O-])n1 (stereo not given)
  -15	-9	-0.9	-1.5	-5.6	-0.4	3	-1	-2
54	C/C=C\C=C/C(=O)Nc1cccc(C2=NOC3(C2)C[C@@H](C(N)=O)N(C(=O)COc2ccc(Cl)cc2)C3)c1 (stereo not given in full)
  0	13	0.2	-0.1	-6.3	2.2	2	-1	-3
55	O=C(C1COc2ccccc2O1)N1CCN(c2nc3ccccc3s2)CC1 (stereo not given)
  1	-2	2.1	-1.9	-2.2	2.2	-1	19	-4
56	CCOc1ccc(-c2c(=O)n(OCc3ccccc3Br)c3ccccc3[n+]2[O-])c(OCC)c1
  -9	7	0.4	0.3	-2.8	3.0	-2	-1	-2
57	O=c1[nH]c(=S)[nH]c(O)c1N=Nc1ccc2c(c1)OCCO2
  2	17	0.4	-1.8	-2.0	0.9	-1	-1	-1
58	COc1cc(C)c2occ(/C(C)=N\O)c2c1
  -6	-4	x	0.8	-2.7	0.7	-5	7	5
59	O=C(CN(CCO)c1ccccc1)Nc1cccc(S(=O)(=O)N2CCCC2)c1
  10	-4	0.8	-0.6	-1.9	0.6	-8	-17	1
60	COc1ccc(CN2C[C@H]3CON(C)[C@H]3C[C@H]2c2ccc(-c3cccc(F)c3)cc2)cc1
  0	3	1.9	0.0	-4.0	x	-8	30	-4
61	CC(C)C1Oc2ccccc2N(CC(=O)NC2CCCCC2)C1=O (stereo not given)
  10	0	1.2	-2.0	-1.2	-0.9	-12	5	-9
62	Cc1nc(NC(=S)NC(=O)c2ccccc2)sc1C
  2	-9	-0.9	-0.3	0.2	-0.9	-7	2	3
63	COc1ccccc1/C=C/C(=O)Nc1cccc(C(C)=O)c1
  7	18	3.8	0.2	0.6	-0.6	-3	-1	2
